Screens from PubChem.
DAX1 inh-1 = DAX1 (NR0B1) inhibition, primary screen. inhibition, % at 6.8 µM. HEK293T StAR-luciferase reporter, SF-1/DAX-1 repression relief. AID 652010. 1.1% of 370,000 active;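 active = inhibition above the mean over all tested compounds plus 3 SD, cut at about 3.6% in these data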;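 also: 0% = DAX-1 cells with DMSO and 100% = cells lacking DAX-1 with DMSO; higher inhibition means more luminescence from relief of DAX-1 repression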
DAX1 inh-2 = inhibits human nuclear receptor DAX1. P51843. HEK293 Gal4-DAX1 luciferase reporter, luminescence. inhibition, % at 6.75 µM. 0.99% of 340,000 active. AID 504766;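 active = inhibition above the mean over all tested compounds plus 3 SD, cut at about 4.2% in these data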;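 also: 0% = DAX1-transfected cells with DMSO and 100% = empty-vector control cells with DMSO; inhibition shows as a rise in luminescence from relieved DAX1 repression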
Target sequence (P51843 207-470 limits assumed): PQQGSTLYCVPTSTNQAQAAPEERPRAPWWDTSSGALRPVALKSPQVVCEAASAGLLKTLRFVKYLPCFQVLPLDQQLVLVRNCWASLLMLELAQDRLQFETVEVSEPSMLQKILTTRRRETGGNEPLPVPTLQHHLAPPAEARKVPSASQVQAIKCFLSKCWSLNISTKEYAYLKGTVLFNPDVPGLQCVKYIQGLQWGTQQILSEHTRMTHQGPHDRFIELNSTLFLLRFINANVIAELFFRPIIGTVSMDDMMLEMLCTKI
sPLA2-III inh = Blocks human group III sPLA2 activity; AID 743126; Q9NZ20; inhibition, % at 12.2 µM; 0.56% of 370,000 active; QFRET BODIPY PC-A2 liposome hydrolysis, fluorescence;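 active = inhibition above mean plus 3 SD of compounds lying within the high and low control bounds, cut at about 19% in these data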;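 also: 0% = median of test compound wells and 100% = no enzyme DMSO wells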
ADAM10 inh = ADAM10 inhibition, QFRET primary screen; 0.62% of 370,000 active; AID 720582; O14672; inhibition, % at 7 µM; recombinant ADAM10, EDANS/DABCYL FRET peptide cleavage, 3 h;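 active = inhibition above a per-campaign cutoff equal to the mean of compounds falling between control-based bounds plus 3 SD, cut at about 20% in these data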;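 also: 0% = DMSO wells while the 100% control is not disclosed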
Target sequence (O14672 214-748 limits assumed): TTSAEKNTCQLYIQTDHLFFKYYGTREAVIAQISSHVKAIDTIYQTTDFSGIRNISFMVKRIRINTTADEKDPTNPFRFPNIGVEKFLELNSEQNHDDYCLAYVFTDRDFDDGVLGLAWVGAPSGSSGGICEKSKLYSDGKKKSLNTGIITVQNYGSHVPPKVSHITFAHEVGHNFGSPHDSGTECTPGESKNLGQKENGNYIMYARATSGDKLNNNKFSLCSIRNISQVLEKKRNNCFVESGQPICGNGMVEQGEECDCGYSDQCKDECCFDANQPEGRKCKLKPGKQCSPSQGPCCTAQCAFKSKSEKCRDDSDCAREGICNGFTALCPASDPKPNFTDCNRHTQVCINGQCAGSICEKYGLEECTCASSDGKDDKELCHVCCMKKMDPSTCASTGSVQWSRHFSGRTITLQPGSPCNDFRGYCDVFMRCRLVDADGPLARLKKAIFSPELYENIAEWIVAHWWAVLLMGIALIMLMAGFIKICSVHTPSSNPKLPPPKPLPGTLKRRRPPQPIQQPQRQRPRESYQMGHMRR
hgDAF-12 ag = activates the H. glycines DAF-12 receptor ligand-binding domain; HEK293 GAL4-hgDAF12 UAS-luciferase reporter, agonist luminescence; normalized to butyrate control; activation, % at 6.8 µM; 1.8% of 370,000 active;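 active = activation above a cutoff set at the mean of all screened compounds plus 3 SD, cut at about 10% in these data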;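 also: 0% = DMSO wells and 100% = sodium butyrate wells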
GC-B act = GC-B (human) receptor activation | P20594 | HEK293-GC-B cells, CNP EC30, cGMP TR-FRET; 0% at EC30 CNP, 100% saturating CNP | activation, % at 10 µM | 0.11% of 370,000 active;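 active = activation at 10 µM reaching about 35% in either raw or pattern-adjusted values, limit read from the data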
ssDAF12 agonist = activators of S. stercoralis DAF-12 nuclear receptor; activation, % at 6.8 µM; HEK293 ssDAF-12/GRIP1 lit1-tk-luc reporter, luminescence; % of 3 µM dafachronic acid response; 1% of 370,000 active;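 active = activation above the mean over all tested compounds plus 3 SD, cut at about 0.9% in these data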;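 also: 0% = DMSO-only wells and 100% = 3 µM delta7-dafachronic acid wells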
hcDAF12 agonist = activates DAF-12 receptor from parasite H. contortus; 1.4% of 370,000 active; AID 652067; activation, % at 6.8 µM; HEK293 hcDAF-12 lit1-tk-luc reporter, luminescence; 0% DMSO, 100% Δ7-dafachronic acid;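 active = activation above the mean of all tested compounds plus 3 SD, cut at about 5.5% in these data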;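 also: 100% = response to 3 µM Δ7-dafachronic acid high control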
SMARCA2 act = SMARCA2 function activation, primary screen; MG213 cells, MMTV-luciferase reporter, dexamethasone, overnight; 1% of 370,000 active; activation, % at 9.1 µM; AID 652017; in the data active = activation above about 7.8%;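 also: 0% = vehicle wells and 100% = reference activator wells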
GC-A act = GC-A (human) enzyme activation; P16066; HEK293 GC-A cells, cGMP TR-FRET, EC30 ANP; 0% at EC30 ANP, 100% saturating ANP; activation, % at 10 µM; 0.14% of 370,000 active; AID 1671463; in the data active = activation above about 40%
FXN GAA850 act = increases GAA850 frataxin promoter reporter activity | AID 540364 | HEK293 lucGAA850 FXN promoter luciferase reporter, 24 h; percent of 10 µM SAHA response | activation, % at 6 µM | 0.56% of 360,000 active;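 active = activation above the average of all compounds screened plus 3 SD, cutoff fixed separately per campaign, cut at about 7.5% in these data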;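 also: 0% = DMSO wells and 100% = 10 µM SAHA wells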
* marks the source's active call; other numbers are inactive results; nt = not tested or not shown.

SMILES	DAX1 inh-1	DAX1 inh-2	sPLA2-III inh	ADAM10 inh	hgDAF-12 ag	GC-B act	ssDAF12 agonist	hcDAF12 agonist	SMARCA2 act	GC-A act	FXN GAA850 act
C=CCNc1nnc(Sc2ncccc2[N+](=O)[O-])s1	-1.4	-2.0	10	-2	-2.2	-2	-1.6	0.4	-3	0	0.2
S=C(NC1CCCCCC1)NC1CCCC1	0.1	-0.5	11	-6	-1.2	2	-1.6	0.2	0	1	1.4
CCCCNc1ccc2nsnc2c1[N+](=O)[O-]	-0.5	-0.9	17	-11	-3.6	2	-0.7	-1.5	-3	3	1.3
CCCNC(=O)c1ccc(C2SCC(=O)N2CCc2ccccc2)cc1 (centres undefined)	-0.7	-2.1	-2	2	-1.2	-4	-1.9	-2.7	-4	-3	-1.0
COc1ccc2nc(C)cc(SCC(=O)N3CCCCC3)c2c1	0.7	-1.2	-5	-10	1.7	2	-1.2	-2.3	-3	-1	1.6
CC(C)N1CCc2c(sc(NC(=O)c3ccc([N+](=O)[O-])o3)c2C(N)=O)C1	-8.2	-1.5	10	5	-6.4	2	-1.6	-3.5	-8	-15	-5.3
CCCCCCCN=CC1=C(O)CC(c2ccccc2)CC1=O (centres undefined)	0.2	0.0	3	0	-0.6	2	-1.3	0.1	-1	3	0.1
O=C(CNS(=O)(=O)c1ccc(F)c(Cl)c1)NCCc1ccccc1	-0.7	0.8	-32	-3	-2.2	4	-0.8	-0.5	-1	1	-0.3
Cn1cc(-c2csc(C(C)(O)c3cccnc3)n2)cn1 (centres undefined)	1.8	nt	0	3	0.5	-1	-1.2	0.5	-6	2	1.5
COc1ccc(CCNC(=O)c2cc([N+](=O)[O-])cc([N+](=O)[O-])c2)cc1OC	-0.2	1.0	10	11	-2.2	0	-1.3	-1.2	-3	0	-0.3
CC(=O)N1CSCC1C(=O)O (centres undefined)	0.1	1.1	-1	-1	-1.2	4	-0.7	-1.5	1	1	-1.3
CC1(C(=O)Nc2cccc(S(=O)(=O)N3CCOCC3)c2)Cc2ccccc2C(=O)O1 (centres undefined)	0.1	0.2	-2	-2	-3.2	1	-1.8	-0.6	-2	0	-0.8
CCN(CC(=O)NCc1ccc(F)cc1)CC(=O)Nc1ccc(S(=O)(=O)N2CCCC2)cc1	-1.5	-0.7	-5	-11	-3.3	2	-1.8	-1.8	-4	-3	-0.7
O=c1c(Cc2ccc(Cl)cc2Cl)c(O)ccn1Cc1ccncc1	1.4	-0.7	6	-8	-4.1	0	-0.8	0.4	-4	2	-0.7
Cc1cc(C)n(CC(=O)N/N=C/c2cc(Br)cc([N+](=O)[O-])c2O)n1	0.3	0.2	0	-6	0.6	-10	-1.1	2.0	-1	-1	1.4
O=c1cc(CSc2nc(NCc3ccccc3)c3ccccc3n2)nc2ccc(Cl)cn12	-0.3	0.3	4	-6	-1.7	23	-1.4	1.4	-1	13	0.9
O=C(CCSc1ccccc1)Nc1ccc(OCc2ccccc2)cc1	-0.6	-0.1	-3	-4	-0.5	-9	-0.9	0.0	0	0	-1.9
C=CCN1C(=O)C(=O)N(Cc2nc3ccccc3s2)C1=O	1.3	3.5	0	1	5.8	2	1.2*	9.6*	8.7*	2	4.3
Cc1onc(-c2ccccc2)c1C(=O)Nc1nnc(C(C)C)s1	-2.1	0.7	-8	0	1.0	-2	-0.6	-0.6	-2	2	1.8
CCn1cc(C(=O)N2CCCC2)c(=O)c2cc(S(=O)(=O)N3CC(C)CC(C)C3)ccc21 (centres undefined)	-0.1	0.5	1	-1	0.8	1	-0.8	0.4	-3	2	2.4
S=c1[nH]nc(CCc2ccccc2)n1-c1ccc(Cl)cc1	-0.3	0.7	24*	17	-3.5	-2	-0.6	-1.4	-3	-8	1.8
O=C(Cc1cccs1)N1CCN(C(=O)C2CCCO2)CC1 (centres undefined)	0.8	0.4	5	-5	2.0	7	-1.3	-1.6	3	3	-1.9
CCN(CC)S(=O)(=O)c1cccc(C(=O)N/N=C/c2ccccc2OCC(=O)O)c1	1.7	0.0	-5	2	-2.1	0	-1.4	-1.2	-1	0	0.6
CC(=O)c1c(Nc2ccccc2)sc(C(=O)c2ccccc2)c1C	-2.2	-1.2	-5	1	4.9	5	-0.9	-2.6	2	3	2.1
COc1cccc(Cn2nnc(C(=O)NCc3ccccc3Cl)c2N)c1	0.3	4.1	-15	-1	-1.5	3	-0.4	-1.3	-2	7	-0.4
OC(COc1ccccc1)CN1CCN(c2ccccc2)CC1 (centres undefined)	0.3	-0.2	3	-8	-0.1	-1	-1.2	-0.1	5	1	0.1
CCS(=O)(=O)NCc1csc(-c2ccccc2)n1	-1.3	0.6	-1	-7	6.0	1	-0.6	0.8	0	1	1.4
CC#CCN1c2ccccc2[C@]23C[C@@H](C(=O)OC)N(C(=O)OCC)C2=NC(C(=O)OC)=C(C(=O)OC)[C@H]13	-0.1	0.5	2	3	0.1	-4	-1.3	-1.3	1	-1	-1.4
CC1CN(C/C(=N\O)C23CC4CC(CC(C4)C2)C3)CC(C)O1 (centres undefined)	0.2	-1.2	-8	1	0.6	-1	-1.3	-1.5	-2	-2	1.1
CC(C)(C)Nc1nc2ccc([N+](=O)[O-])cc2o1	0.1	1.6	7	-2	0.8	0	-1.6	2.2	-1	4	4.0
O=C(CSc1ncccn1)Nc1ccccc1	0.5	0.4	1	8	5.3	-3	-0.7	1.5	0	5	5.1
CC(=O)c1cccc(NC(=S)NCc2ccccc2)c1	0.2	2.8	-1	-2	1.4	-4	-1.3	0.6	4	3	-0.1
O=C(NCc1ccccc1)c1cc(C2CCCCN2C(=O)CCc2ccccc2)on1 (centres undefined)	-0.6	nt	-9	-1	0.0	-9	-1.2	-2.9	-3	1	-1.4
Cc1ccc(-n2nc3c(Cl)nnc(C)c3c2C)cc1	0.2	-0.9	6	-4	-1.1	-4	-1.5	-0.3	-3	-2	-1.6
OC(COCC1CC=CCC1)Cn1cnc2ccccc21 (centres undefined)	-0.6	-1.1	-3	-1	-2.6	-2	-1.6	-2.6	2	5	1.3
COc1cc(OCc2ccc(C)cc2)ccc1CNC[C@H]1O[C@@H](n2cnc(C(N)=O)n2)[C@H](O)[C@@H]1O	1.6	-1.1	-5	10	4.3	-3	-0.5	3.9	-1	4	1.8
O=C(Cc1ccccc1Cl)NCCN1C(=O)C2C3C=CC(C3)C2C1=O (centres undefined)	0.4	nt	16	-10	-0.6	1	-1.0	-2.1	-3	-3	nt
CC(C)(CCl)C(=O)Nc1ccc(OC(F)(F)F)cc1	-0.1	0.6	-1	4	-0.3	1	-0.9	-1.0	3	-4	0.1
CCCn1c(=N)n(CC(=O)c2ccc(OCC(=O)OC)cc2)c2ccccc21	-0.1	1.8	-15	2	-2.9	-1	-1.5	0.0	0	-4	1.7
COCCN1C(=O)CCC1(C)C(=O)Nc1c(C)cccc1C (centres undefined)	-1.5	nt	13	-16	-1.8	-1	-1.0	-1.5	-5	-8	nt
Cc1nonc1OC(C)CNc1ccc([N+](=O)[O-])cc1 (centres undefined)	-0.7	0.5	-2	7	0.1	-1	-0.6	-2.2	0	-3	1.7
CCCc1cc2c(cc1NC(=O)c1ccc(Br)cc1)OCO2	-0.1	1.3	-3	1	0.8	-12	-0.2	1.7	1	-5	0.5
COc1ccc(N2C(=O)c3ccc(C(=O)Nc4ccc(NC(C)=O)cc4)cc3C2=O)cc1	0.1	-0.1	-2	10	3.6	5	-0.8	-0.9	1	4	1.7
O=C(O)CCS(=O)(=O)c1ccc(-c2ccccc2)cc1	-0.1	-0.7	-5	7	1.9	6	-1.4	-0.3	-3	-1	-0.5
CC(C)(C)c1ccc(C(=O)Nc2ccccc2Cl)cc1	7.7*	5.0*	-3	-4	32*	-3	1.5*	10*	3	-7	2.8
COc1ccc(Cl)cc1Nc1nc(-c2sc(NC(=O)CC(C)C)nc2C)cs1	0.2	0.9	2	-8	-0.3	0	-1.4	-1.8	0	-3	0.0
COc1ccc(N2CCN(C(=O)c3ccc(Cl)c(S(=O)(=O)N4CCCC4)c3)CC2)cc1	-1.4	1.7	-1	-1	-4.2	4	-2.5	-2.7	-5	0	0.2
CC(=O)c1cccc(S(=O)(=O)NCC(C)(C)N2CCOCC2)c1	0.3	-0.4	11	1	-1.4	-2	-1.2	-0.7	-1	3	1.4
CN1N=C(N)c2cn(C3OC(COP(=O)(O)O)C(O)C3O)c3ncnc1c23 (centres undefined)	-1.6	0.4	-3	-309	-4.8	0	-0.6	-0.3	-2	2	5.0
CCn1c(SCC(=O)NCC2CCCO2)nc2ccccc21 (centres undefined)	0.3	0.0	6	-12	0.7	0	0.7	1.2	1	-3	1.8
COc1cc2c(cc1NC(=O)COc1ccc3ccccc3c1)oc1ccccc12	0.3	0.1	4	-6	0.4	-4	-0.6	-0.8	1	0	-0.6
CCN(CC(=O)NCc1cccs1)C(=O)c1cccc(S(=O)(=O)Nc2ccccc2Cl)c1	1.9	-0.3	-6	-4	0.0	5	-1.2	2.6	-2	-1	-0.2
COc1ccc(NC(=O)c2cc(C3CC3)on2)c(OC)c1	2.4	0.9	-4	-1	5.9	-4	1.1*	4.7	0	2	2.0
c1coc(CNc2nc3sc4c(c3c3ncnn23)CCCC4)c1	0.2	0.0	-1	-4	-1.5	9	-1.1	1.1	0	3	2.8
COC(=O)c1ccc(C)c(NC(=O)c2c(-c3ccccc3)noc2C)c1	-1.3	-1.2	-2	5	0.7	2	-1.2	-0.9	1	5	-1.8
C/C(C=O)=C/c1ccccc1	1.0	0.7	4	-7	-0.5	-8	-1.5	0.2	-5	3	-0.7
O=C(Nc1ccccc1)C1CCCN(C(=O)c2ccc(Cl)cc2)C1 (centres undefined)	-0.6	-2.0	1	-7	-2.3	4	-1.1	-2.3	-3	0	0.4
CC1CCN(C(=O)Cn2c(=O)n(-c3ccc(F)cc3)c(=O)c3sccc32)CC1	-0.4	0.2	1	1	2.9	7	-0.8	-1.5	-1	3	1.4
Cc1c(C(=O)Nc2cccc([N+](=O)[O-])c2)cnn1-c1ccccc1	1.4	-0.6	-4	7	9.1	1	-1.0	-0.6	5	-1	1.6
S=C(Nc1ccccc1)N1CCCCCC1	0.4	-1.3	1	0	0.0	0	0.1	-0.5	0	2	-1.1

Retrieved one by one from above, three records:
SMILES	DAX1 inh-1	DAX1 inh-2	sPLA2-III inh	ADAM10 inh	hgDAF-12 ag	GC-B act	ssDAF12 agonist	hcDAF12 agonist	SMARCA2 act	GC-A act	FXN GAA850 act
COc1ccc(NC(=O)c2cc(C3CC3)on2)c(OC)c1	2.4	0.9	-4	-1	5.9	-4	1.1*	4.7	0	2	2.0
COc1cc2c(cc1NC(=O)COc1ccc3ccccc3c1)oc1ccccc12	0.3	0.1	4	-6	0.4	-4	-0.6	-0.8	1	0	-0.6
O=C(Nc1ccccc1)C1CCCN(C(=O)c2ccc(Cl)cc2)C1 (centres undefined)	-0.6	-2.0	1	-7	-2.3	4	-1.1	-2.3	-3	0	0.4
